# PP5 primary: inhibitors of human protein phosphatase 5 (PP5) | purified PP5c, OMFP substrate fluorescence | inhibition, % at 6.7 µM | actives 0.18% (n = 320,000) | AID 1987;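 active = inhibition above the campaign's mean inhibition across all tested compounds plus 3 SD, cut at about 9.5% in these data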;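 also: 0% = DMSO only and 100% = 100 µM cantharidin control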
# Target sequence (P53041 whole entry, looked up): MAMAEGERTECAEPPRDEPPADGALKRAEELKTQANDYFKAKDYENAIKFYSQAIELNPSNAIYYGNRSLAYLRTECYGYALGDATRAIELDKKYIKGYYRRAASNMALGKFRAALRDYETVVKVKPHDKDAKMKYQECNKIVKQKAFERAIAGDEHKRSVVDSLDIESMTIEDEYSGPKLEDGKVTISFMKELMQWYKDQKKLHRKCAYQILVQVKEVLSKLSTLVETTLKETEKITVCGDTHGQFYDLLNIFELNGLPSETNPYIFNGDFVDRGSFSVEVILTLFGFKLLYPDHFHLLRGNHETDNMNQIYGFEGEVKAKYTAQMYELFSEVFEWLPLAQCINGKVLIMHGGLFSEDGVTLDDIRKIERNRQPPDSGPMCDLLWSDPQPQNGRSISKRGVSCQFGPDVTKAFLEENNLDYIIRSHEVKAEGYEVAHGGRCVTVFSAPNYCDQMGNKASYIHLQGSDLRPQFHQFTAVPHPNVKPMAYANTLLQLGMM
# TPT1 inhibitor: inhibitors of Candida albicans tRNA 2'-phosphotransferase TPT1 | recombinant caTPT1, FP RNA substrate dephosphorylation | inhibition, % at 5 µM | actives 0.81% (n = 300,000) | AID 1962;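 active = inhibition above the mean of all tested compounds plus 3 SD, set per screening campaign, cut at about 24% in these data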;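 also: plate controls were DMSO alone for no effect and ferristatin control at 100 nM for full effect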
# Fh CTSL1 inh: cathepsin L1 inhibition, PFM18AAP counter-screen. recombinant F. hepatica cathepsin L1, Z-Leu-Arg-MCA fluorescence. inhibition, % at 5.96 µM. actives 0.49% (n = 300,000);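 active = inhibition above the mean of all tested compounds plus 3 SD, set per screening campaign, cut at about 17% in these data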;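 also: 0% = plate median of test compound wells and 100% = 1 µM Z-Phe-Ala-diazomethylketone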
# PAFAH2 FP inh: inhibitors of human PAFAH2; recombinant PAFAH2, FP-rhodamine activity probe, fluorescence polarization; inhibition, % at 3.39 µM; actives 0.99% (n = 340,000);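 active = inhibition above the mean over all tested compounds plus 3 SD, cut at about 30% in these data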;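 also: inhibitors block probe labeling of enzyme so polarization drops; 0% = enzyme with DMSO and 100% = wells lacking PAFAH2 protein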
# HCV core dimer: blocks dimerization of HCV core protein; actives 0.33% (n = 300,000); inhibition, % at 5 µM; TR-FRET GST/Flag-core106 dimerization, 1536-well;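 active = inhibition above the mean of all tested compounds plus 3 SD, set per screening campaign, cut at about 45% in these data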
#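 System – GST-tagged and Flag-tagged HCV core protein residues 1-106 · Repeats – one well for each compound · Technique – TR-FRET 671 and 617 nm emission · Doses – one concentration, 5 µM, in 0.5% DMSO · Times – 4 h, 22.5 °C incubation · Also added – Eu donor and XL665 acceptor anti-tag antibodies · Measure – percent inhibition of core106 dimerization signal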
# procasp7 counter: counter-screen for procaspase-3 activators: activators of human procaspase-7; P55210; recombinant procaspase-7, Ac-DEVD-pNA absorbance 405 nm; D23A/D198A/D206A triple mutant, cannot self-cleave; scale: DMSO 0, 5 µM enzyme 100; activation, % at 8.5 µM; actives 0.093% (n = 330,000);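 active = percent activation above the screen-wide mean plus 3 SD, cut at about 25% in these data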
#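 Test system: Procaspase-7 triple mutant (PC-7 D3A). Also added: Ac-DEVD-pNA substrate, 400 µM as added. Schedule: 1 h enzyme–compound preincubation and 2 h substrate reaction, both 25 °C. Signal: p-Nitroaniline absorbance at 405 nm, read at 0 and 120 min. Control set: low DMSO alone, high DMSO plus 5 µM PC-7.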
# PP1 inh: blocks human PP1-alpha phosphatase, a PP5 counter-screen | inhibition, % at 6.7 µM | AID 2235 | P62136 | purified PP1alpha, OMFP fluorescence | actives 0.9% (n = 320,000);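 active = inhibition above the mean inhibition of all tested compounds plus 3 SD, computed separately for each screening campaign, cut at about 15% in these data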
# Target sequence (P62136 whole entry, looked up): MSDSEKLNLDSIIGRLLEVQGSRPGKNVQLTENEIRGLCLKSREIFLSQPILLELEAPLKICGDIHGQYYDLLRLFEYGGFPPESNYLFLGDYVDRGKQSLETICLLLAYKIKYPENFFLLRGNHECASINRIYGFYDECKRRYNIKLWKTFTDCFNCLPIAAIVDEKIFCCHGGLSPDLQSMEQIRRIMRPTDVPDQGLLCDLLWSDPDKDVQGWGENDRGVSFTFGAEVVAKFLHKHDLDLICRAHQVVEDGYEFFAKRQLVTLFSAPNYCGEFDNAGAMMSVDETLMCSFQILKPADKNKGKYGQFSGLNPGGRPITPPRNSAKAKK
# procasp3 activ: activates human procaspase-3; P42574; actives 0.11% (n = 330,000); recombinant procaspase-3 D3A, Ac-DEVD-pNA absorbance 405 nm; activation, % at 8.5 µM;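 active = activation above the mean of all tested compounds plus 3 SD, cut at about 21% in these data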;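 also: 0% = DMSO alone and 100% = DMSO wells spiked with extra 5 µM PC-3 D3A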
# Target sequence (P42574 whole entry D9A/D28A/D175A): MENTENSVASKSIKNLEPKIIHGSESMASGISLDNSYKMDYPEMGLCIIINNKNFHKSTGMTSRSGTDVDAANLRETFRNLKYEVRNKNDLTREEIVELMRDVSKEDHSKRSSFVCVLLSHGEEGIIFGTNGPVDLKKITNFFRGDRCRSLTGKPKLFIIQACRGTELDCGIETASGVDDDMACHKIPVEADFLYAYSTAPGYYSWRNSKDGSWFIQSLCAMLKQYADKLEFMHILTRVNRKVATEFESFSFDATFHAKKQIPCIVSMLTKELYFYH
#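 Assay system: Autoprocessing-dead procaspase-3 D3A mutant enzyme; also added: Ac-DEVD-pNA; doses: one concentration, 8.5 µM nominal, 0.8% DMSO; times: 1 h compound preincubation, 2 h substrate hydrolysis at 25 °C; technique: 405 nm absorbance of p-nitroaniline, reads at 0 and 120 min; measure: % activation between DMSO and enzyme-spiked controls; repeats: single replicate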
# AHR activator: activators of human aryl hydrocarbon receptor | AHR-responsive luciferase reporter cells, luminescence | activation, % at 5 µM | AID 2796 | P35869 | actives 2.5% (n = 320,000); in the data active = activation above about 47%;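 also: 0% = vehicle wells and 100% = reference agonist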
# The depositor's hits bear a star; . = no result given.
SMILES,PP5 primary,TPT1 inhibitor,Fh CTSL1 inh,PAFAH2 FP inh,HCV core dimer,procasp7 counter,PP1 inh,procasp3 activ,AHR activator
Cc1ccc2nc(SCC(=O)N(C)C3CCS(=O)(=O)C3)[nH]c2c1 (stereo unspecified),-2.0,.,.,0,.,7,-3,1,30
CC(=O)c1ccc(N2CCN(C(=O)c3ccc4c(=O)n(-c5ccccc5)c(=O)[nH]c4c3)CC2)cc1,1.3,5,4,3,1,0,-4,-4,2
Cc1nc(-c2ccccc2)sc1-c1nnc(C2CC2)o1,1.8,-1,0,-3,1,6,-2,3,-5
Cc1ccc(C)c(N2CCN(CC(=O)Nc3ccc4[nH]c(=O)[nH]c4c3)CC2)c1,1.0,-3,-2,-1,-7,9,4,5,6
CCOC(=O)N1CCC(N2CCN(c3cc(C)ccc3C)CC2)CC1,3.6,-6,1,-7,-1,1,-1,-5,-1
Cn1c(-n2c(-c3ccco3)nc3ccccc3c2=O)nc2ccccc21,0.1,1,7,3,5,6,-5,-8,20
COCCCN1C(=O)c2ccc(C(=O)Nc3ccccc3Cl)cc2C1=O,0.9,0,-1,-7,-6,8,-1,-6,1
CC(OC(=O)c1cc(=O)[nH]c2ccccc12)C(=O)Nc1ccc(Cl)cn1 (stereo unspecified),-0.5,.,.,0,.,0,-3,0,7
CCOC(=O)[C@H]1[C@H]2COc3ccc(Br)cc3[C@@H]2N2C(=O)CN(CC3CCCO3)C(=O)[C@@]12C (stereo partly specified),0.3,.,.,0,.,9,-2,6,-2
NC(=O)Nc1ccc(C(=O)OCC(=O)Nc2cccc(S(=O)(=O)NC3=NCCCCC3)c2)cc1,-1.1,-3,-1,61*,-1,9,-1,4,-3
Cc1cccc(OCC(=O)Nc2nnc(-c3ccco3)s2)c1,1.6,3,-1,0,4,-2,9,-6,-6
COc1ccc(C(=O)Nc2ccccc2-c2nnn(CC(=O)Nc3ccc4c(c3)OCCO4)n2)cc1,4.0,-2,-1,-14,-12,0,-3,-7,1

# Full records, quoted from the list:
# CCOC(=O)[C@H]1[C@H]2COc3ccc(Br)cc3[C@@H]2N2C(=O)CN(CC3CCCO3)C(=O)[C@@]12C (stereo partly specified) reads PP5 primary: 0.3; TPT1 inhibitor: .; Fh CTSL1 inh: .; PAFAH2 FP inh: 0; HCV core dimer: .; procasp7 counter: 9; PP1 inh: -2; procasp3 activ: 6; AHR activator: -2
# CC(OC(=O)c1cc(=O)[nH]c2ccccc12)C(=O)Nc1ccc(Cl)cn1 (stereo unspecified) reads PP5 primary: -0.5; TPT1 inhibitor: .; Fh CTSL1 inh: .; PAFAH2 FP inh: 0; HCV core dimer: .; procasp7 counter: 0; PP1 inh: -3; procasp3 activ: 0; AHR activator: 7

# Additional structures follow.
SMILES,PP5 primary,TPT1 inhibitor,Fh CTSL1 inh,PAFAH2 FP inh,HCV core dimer,procasp7 counter,PP1 inh,procasp3 activ,AHR activator
CCC(CC)C(=O)Nc1cc(=O)n(C)c(=O)n1C,0.3,-6,3,2,-1,3,-3,5,14
COc1cc2sc(-c3ccccc3OC)c(-c3ccc(OCCN4CCCCC4)cc3)c2cc1OC,.,.,.,-4,.,2,.,3,-1
O=C(Cc1c(O)c2ccccc2[nH]c1=O)NCc1cccc(F)c1,0.1,-3,1,2,0,0,-5,1,-3
Cc1ccc(C)c(S(=O)(=O)N2CCC3(CC2)OCCO3)c1,0.0,1,-1,-2,-3,9,-2,1,-4
CCCCCCOC(=O)C1=C(C)NC(=O)NC1c1ccc(O)cc1 (stereo unspecified),2.8,1,-2,-3,1,11,1,-6,-1
Cc1ccc(C2=[N+]([O-])C3(CCCCC/C3=N\O)N(O)C2(C)C)o1 (stereo unspecified),1.2,1,3,12,-1,0,-2,0,1
N#Cc1ccccc1S(=O)(=O)N1CCN(C(=O)C2CC(=O)N(c3ccc4c(c3)OCCO4)C2)CC1 (stereo unspecified),.,.,.,-7,.,6,.,1,2
COc1cc(C(=O)NCC(=O)N/N=C(C)\C=C\c2ccccc2)cc(OC)c1OC,2.4,-5,1,-5,-5,4,0,6,0
Cc1ccc(NC(=O)c2ccc(COc3ccccc3)o2)nc1,1.6,2,2,-4,-5,-2,0,-2,10
C=CCNC(=S)N1CCc2c([nH]c3ccccc23)C1C (stereo unspecified),1.9,3,3,6,0,-2,8,-2,4
O=C(O)CC(Cc1ccc(Cl)cc1)C(=O)NCc1ccccc1 (stereo unspecified),-0.4,-3,2,2,-5,2,-1,-6,0
COc1ccc(NC(=O)c2sc3nc(N4CCOCC4)c4c(c3c2N)CC(C)(C)OC4)cc1,3.7,1,6,6,2,2,-1,-5,0
N/C(=N\OC(=O)C12CC3CC(CC(C3)C1)C2)c1ccccn1,1.7,-2,0,20,-3,-1,2,0,8
Cc1cnc(NC(=O)c2cccs2)s1,0.0,-2,4,-1,-12,6,1,0,35
Cc1ccc(-n2c(C)nc3ccsc3c2=O)cc1,2.0,2,-3,-5,-15,15,-11,-4,1
CCOc1ncccc1C(=O)Nc1cc(S(=O)(=O)N(CC)CC)ccc1N1CCOCC1,.,.,.,13,.,-14,.,-9,3
COc1ccc(CN2CCN(Cc3ccc(Br)cc3)CC2)c(OC)c1OC,0.4,2,5,8,-2,-16,2,-4,0
O=C(OC1CCOC1=O)c1cccc(S(=O)(=O)Nc2cccc(Cl)c2)c1 (stereo unspecified),0.8,-4,-3,16,13,1,-7,-1,-2
Cc1cc(C)n(CC(=O)N2CCc3ccccc32)c(=O)c1C#N,2.2,-2,0,-6,-8,6,-3,-3,-2
O=C(c1ccccc1)[C@@H]1[C@@H](C(=O)c2ccc(F)cc2)[C@@]2(C(=O)Nc3ccccc32)[C@H]2c3ccccc3C=CN12,3.7,-7,0,-6,14,4,3,2,32
CCn1c(SCc2cccnc2)nnc1-c1c[nH]c2ccccc12,1.1,-4,-2,1,1,5,-4,2,6
Cc1nc(/N=C(\N)N(C)C)[nH]c(=O)c1C,-2.5,-4,7,5,5,7,0,-8,2
COc1ccc2cc(CN(CC3CCCO3)C(=O)Nc3ccccc3OC)c(=O)[nH]c2c1 (stereo unspecified),-0.1,-3,-4,1,3,1,-1,5,2
CC(C)NC(=O)NC(=O)COC(=O)c1cc(S(=O)(=O)N2CCCCC2)ccc1N1CCOCC1,2.4,-1,1,4,-1,6,-1,10,0
Cn1c(CCc2nc3ccccc3[nH]2)nnc1SCC#N,1.0,-3,-2,-10,1,13,-3,4,4
COc1ccc(CC(=O)OCC(=O)Nc2cc(Cl)ccc2C)cc1,.,.,.,12,.,-9,.,-4,3
Cc1ccc(O)c(CCc2ccc(O)cc2)n1,2.5,-1,1,3,-2,-1,-4,-2,0
NC(=S)N=Nc1c(O)n(Cc2ccc(F)cc2)c2ccccc12,1.3,-1,6,-7,0,-7,0,1,-3
CCCCn1c(N)c(N(CCOC)C(=O)c2ccc3c(c2)C(=O)N(c2ccccc2C)C3=O)c(=O)[nH]c1=O,1.0,3,2,9,-2,2,0,0,1
CC(=O)n1c2ccccc2c2nc(NC(C)C)sc21,-1.1,2,3,2,-14,-14,-1,-16,45
CCOC(=O)c1ccc(N2CCOCC2)c(NS(=O)(=O)c2ccc(F)cc2)c1,2.5,-2,-2,3,-9,-16,-1,-3,6
O=C(NCc1ccccc1)C1C2C=CC3(CN(Cc4cccnc4)C(=O)C13)O2 (stereo unspecified),1.2,0,-4,-1,-1,6,-4,1,-2
Cc1ccc(SCCNC(=O)c2ccc(C)c(S(=O)(=O)Nc3ccccc3C)c2)cc1,5.8,2,-2,-11,7,-3,6,-2,0
O=C(NCCc1ccccc1)c1ccc(=O)[nH]c1,-1.6,-2,0,0,2,5,-5,-7,1
COc1ccc(/C([O-])=C(/C(=S)Nc2ccc(C)c(C)c2)n2c[n+](C)c3ccccc32)cc1OC,0.6,1,4,0,6,-12,1,0,10
COC(=O)c1cccc(NC(=O)c2cnn(C)c2)c1,-2.2,-3,-3,6,-4,1,-6,-6,5
OC(COCc1ccccc1)CN1CCN(c2ccccc2)CC1 (stereo unspecified),0.5,2,1,-5,-3,1,-2,11,1
COCC(=O)Nc1nc2ccccc2s1,-0.3,3,-3,1,-14,11,2,1,21
CN(C(=O)CN1C(=O)NC(C)(CCc2ccccc2)C1=O)c1ccccc1 (stereo unspecified),-0.8,-4,1,6,-2,8,-5,1,-1
O=C(CNC(=O)c1ccc(S(=O)(=O)N2CCCC2)cc1)N/N=C/c1c(Cl)cccc1Cl,1.9,-3,-3,-8,4,-6,-2,6,-2
CCOc1ccc(S(=O)(=O)NCc2ccccn2)cc1NC(=O)c1ccccc1,-3.0,-5,-4,10,1,6,-9,-4,-2
Cc1ccc(CNC(=O)CN2C(=O)NC3(CC(C)CC(C)(C)C3)C2=O)cc1 (stereo unspecified),-1.1,.,.,0,.,7,-4,5,0
Cc1ccc(C(=O)OCC(=O)N(C)c2ccccc2)cc1C,3.5,0,2,7,-2,-8,2,4,-2
CNC(=O)c1ccccc1S(=O)(=O)c1ccccc1C#N,0.0,0,-6,1,-2,3,-3,-5,0
CCN=C1S/C(=C\c2cn(C(C)=O)nc2-c2ccccc2)C(=O)N1CC,3.4,-3,2,3,7,10,10,11,-7
O=C(NC(=S)NNC(=O)c1cnccn1)c1ccc(Cl)cc1,2.3,-4,-2,-6,-5,1,10,3,13
COc1cc(NC(C)=O)c2ncccc2c1[N+](=O)[O-],1.9,-1,3,-10,-2,9,-1,-4,16
Cc1nc2ccc(NC(=O)c3cnc(Cl)c(Cl)c3)cc2s1,5.1,-2,-1,-1,-1,-10,1,-6,-1
C#CC(C)(CC)NC(=O)c1cc(OC)c(OC)c(OC)c1 (stereo unspecified),-0.5,2,2,-2,2,-12,-3,5,1
Cc1ccc(S(=O)(=O)N2CCCCC2)cc1NC(=O)CSCC(=O)O,0.2,0,0,-3,-3,0,-6,5,0
CCOC(=O)C1=NN(N=O)C2(CC(=O)N(c3cc(C)cc(C)c3)C2=O)C1 (stereo unspecified),0.4,-1,3,-2,0,-9,6,-6,2
COC(=O)C1CN(C(=O)C(C)Oc2ccc(C(C)C)cc2)c2ccccc2O1 (stereo unspecified),2.9,2,-2,-3,1,1,5,0,8
Cc1nn(CC(=O)c2ccc(Cl)cc2Cl)c(C)[n+]1N,0.4,-2,-11,6,-16,-25,-2,-4,1
COc1cccc(NC(=O)CC(=O)c2ccc([N+](=O)[O-])cc2)c1,0.9,2,1,5,2,11,4,-3,-3
COc1cc(OC)cc(C(=O)OC/C(O)=C(\C#N)c2nc3ccccc3[nH]2)c1,0.6,6,1,-2,3,6,-4,8,3
CCc1ccc(C(=O)NNC(=O)C2CSC3(C)CCC(=O)N23)cc1 (stereo unspecified),-1.3,-1,9,1,2,-2,-2,2,4
Cc1ccc(C)c(OCCC(=O)OCC(=O)Nc2ccc(C)c(S(=O)(=O)N3CCCCC3)c2)c1,1.7,-1,-10,4,4,2,-3,3,-2
O=C(Nc1ccc2c(c1)OCO2)c1cc(-c2ccccc2Cl)on1,1.7,1,-1,-6,8,-1,0,-1,18

# Compound activity from PubChem.
